From PubChem BioAssay
LYPLA1 counter: LYPLA1 inhibitors, primary screen, counter-screen for PME1 inhibitor project, biochemical, fluorescence polarization, FP-Rh probe ABPP; inhibition, % at 5.9 µM; recombinant LYPLA1; Acyl-protein thioesterase 1 (Homo sapiens), O75608; 320,000 compounds, 0.16% hits;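 active = inhibition above the mean of all tested compounds plus 3 SD, set per campaign, cut at about 14% in these data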;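 also: inhibitors block serine hydrolase probe labeling of LYPLA1 so polarization falls; 0% = enzyme with DMSO and 100% = wells lacking LYPLA1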
GSTO1 inh: inhibitors of recombinant GSTO1, primary screen, counter-screen for RBBP9 inhibitor project, biochemical, fluorescence polarization | activity-based probe fluorescence polarization | inhibition, % at 5.96 µM | 300,000 compounds, 1.1% hits;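 active = inhibition above the campaign mean inhibition plus 3 SD, cut at about 35% in these data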;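 also: 0% = GSTO1-1 with DMSO and 100% = wells lacking GSTO1-1 enzyme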
pPAFAH FP inh: pPAFAH enzyme inhibitors, primary screen, biochemical, fluorescence polarization, human. 330,000 compounds, 1.5% hits. inhibition, % at 3.39 µM. recombinant pPAFAH, FP-rhodamine probe fluorescence polarization;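 active = inhibition above the mean inhibition across the screen plus 3 SD, cut at about 25% in these data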;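 also: inhibitors block binding of the rhodamine activity-based probe so polarization drops; 0% = enzyme with DMSO and 100% = wells lacking pPAFAH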
Target sequence (Q13093 whole entry, looked up): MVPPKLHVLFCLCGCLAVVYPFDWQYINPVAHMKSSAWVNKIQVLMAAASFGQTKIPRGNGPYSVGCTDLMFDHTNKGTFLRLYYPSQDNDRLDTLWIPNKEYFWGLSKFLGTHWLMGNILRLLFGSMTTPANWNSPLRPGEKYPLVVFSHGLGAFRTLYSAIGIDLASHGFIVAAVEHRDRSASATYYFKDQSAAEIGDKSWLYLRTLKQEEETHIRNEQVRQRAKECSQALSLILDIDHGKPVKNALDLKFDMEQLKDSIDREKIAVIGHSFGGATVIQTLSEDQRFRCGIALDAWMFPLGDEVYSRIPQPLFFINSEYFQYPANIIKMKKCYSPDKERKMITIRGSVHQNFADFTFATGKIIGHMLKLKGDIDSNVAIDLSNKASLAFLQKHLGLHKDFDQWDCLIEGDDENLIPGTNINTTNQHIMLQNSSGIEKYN
PAFAH1B2 FP inh: PAFAH1B2 enzyme inhibitors, primary screen, biochemical, fluorescence polarization, human | Platelet-activating factor acetylhydrolase IB subunit alpha2 (Homo sapiens), P68402 | recombinant PAFAH1B2, FP-rhodamine activity probe | inhibition, % at 3.39 µM | 340,000 compounds, 1.2% hits;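 active = inhibition above the mean of all tested compounds plus 3 SD, cut at about 24% in these data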;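 also: 0% = enzyme with DMSO and 100% = wells lacking PAFAH1B2; many of its hits are not listed in these tables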
PME-1 inh: PME-1 inhibitors via competitive probe labeling, primary screen, biochemical, fluorescence polarization, FP-Rh probe, HTS | Protein phosphatase methylesterase 1 (Homo sapiens), Q9Y570 | recombinant PME-1 | inhibition, % at 5.9 µM | 320,000 compounds, 0.53% hits;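 active = inhibition above the campaign mean of all compounds plus 3 SD, cut at about 26% in these data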;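 also: competitive labeling of PME-1 active site by serine hydrolase directed probe; 0% = PME-1 with DMSO and 100% = wells lacking PME-1 enzyme; inhibitors block probe labeling so polarization falls and inhibition rises; many of its hits are not listed in these tables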
Fam108B inh: mouse Fam108B serine hydrolase inhibitors, primary screen, counter-screen for RBBP9 inhibitor project, biochemical, fluorescence polarization; recombinant Fam108B, FP-Rh probe fluorescence polarization; inhibition, % at 9.51 µM; 300,000 compounds, 0.33% hits; AID 1947, 2009;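 active = inhibition above the screen mean inhibition plus 3 SD, computed separately per campaign, cut at about 18% in these data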;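 also: inhibitors lower polarization as less probe binds the enzyme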
PAFAH1B3 inh: PAFAH1B3 enzyme inhibitors, primary screen, biochemical, fluorescence polarization, human | recombinant PAFAH1B3, FP-rhodamine probe | Platelet-activating factor acetylhydrolase IB subunit alpha1 (Homo sapiens), Q15102 | inhibition, % at 3.39 µM | AID 492972, 2010 | 340,000 compounds, 0.28% hits;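 active = inhibition above the screen-wide average of all tested compounds plus 3 SD, cut at about 25% in these data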;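 also: 0% = enzyme with DMSO only and 100% = wells lacking PAFAH1B3 protein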
PAFAH2 FP inh: PAFAH2 enzyme inhibitors, primary screen, biochemical, fluorescence polarization, human. Platelet-activating factor acetylhydrolase 2, cytoplasmic (Homo sapiens), Q99487. recombinant PAFAH2, FP-rhodamine activity probe. inhibition, % at 3.39 µM. 340,000 compounds, 0.99% hits. AID 492956, 2010;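 active = inhibition above the mean over all tested compounds plus 3 SD, cut at about 30% in these data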;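 also: inhibitors block probe labeling of enzyme so polarization drops; 0% = enzyme with DMSO and 100% = wells lacking PAFAH2 protein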
PAD4 FP inh: human PAD4 inhibitors, primary screen, biochemical, fluorescence polarization, 1536-well format; Protein-arginine deiminase type-4 (Homo sapiens), Q9UM07; recombinant PAD4, RCA probe fluorescence polarization; AID 485272, 2010; 330,000 compounds, 0.41% hits; inhibition, % at 6.36 µM;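 active = percent inhibition above a cutoff equal to the mean of all tested compounds plus 3 SD, cut at about 15% in these data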;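 also: 0% = PAD4 with RCA probe and DMSO and 100% = probe without PAD4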
Target sequence (Q9UM07 whole entry, looked up): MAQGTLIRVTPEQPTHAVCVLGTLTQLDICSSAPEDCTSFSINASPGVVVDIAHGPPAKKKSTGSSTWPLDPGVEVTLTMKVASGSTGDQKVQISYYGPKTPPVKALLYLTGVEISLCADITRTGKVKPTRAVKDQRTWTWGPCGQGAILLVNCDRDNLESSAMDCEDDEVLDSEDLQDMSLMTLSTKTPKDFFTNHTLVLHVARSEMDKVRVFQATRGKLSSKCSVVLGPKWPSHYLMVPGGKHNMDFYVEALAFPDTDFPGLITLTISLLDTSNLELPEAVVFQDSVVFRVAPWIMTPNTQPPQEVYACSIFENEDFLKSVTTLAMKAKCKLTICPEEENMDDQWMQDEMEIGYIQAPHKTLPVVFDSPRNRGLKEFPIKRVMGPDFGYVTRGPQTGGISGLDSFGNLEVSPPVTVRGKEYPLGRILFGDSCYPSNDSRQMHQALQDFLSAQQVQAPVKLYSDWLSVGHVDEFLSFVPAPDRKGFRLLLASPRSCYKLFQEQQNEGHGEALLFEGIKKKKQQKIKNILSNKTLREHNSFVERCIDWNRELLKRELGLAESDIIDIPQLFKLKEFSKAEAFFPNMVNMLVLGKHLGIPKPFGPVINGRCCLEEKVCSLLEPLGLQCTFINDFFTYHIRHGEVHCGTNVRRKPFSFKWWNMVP
* hit, by the source's call; nt = not tested or not shown.

Results follow in this order: PAFAH1B3 inh, Fam108B inh, LYPLA1 counter, GSTO1 inh, PAFAH1B2 FP inh, pPAFAH FP inh, PAFAH2 FP inh, PME-1 inh, PAD4 FP inh
- Cc1[nH]nc2c1C(c1ccoc1)C(C#N)=C(N)O2 (centres undefined)
→ 1, 2, 4, 16, 5, 3, -4, 4, -1
- C=CCNC(=O)COC(=O)c1ccc(Sc2nncn2C)c([N+](=O)[O-])c1
→ -1, 0, -2, -3, 1, 2, 4, -2, 0
- CCOc1ccc(CCNC(=O)CS(=O)Cc2nc(-c3ccc(OC)c(OC)c3)oc2C)cc1OCC (centres undefined)
→ 6, 0, -1, 3, 1, 0, -4, -4, 0
- O=S1(=O)N=C(N2CCN(Cc3ccccc3)CC2)c2ccccc21
→ 2, 3, 2, -8, 0, 2, -3, 5, 2
- COc1ccc(Nc2nnc(SC(C(=O)Nc3ccc(OC)c(Cl)c3)c3ccccc3)s2)cc1 (centres undefined)
→ -17, 38*, -4, -19, 4, 35*, 13, 52*, -5
- Cc1ccc(-n2ncc3c(NNC(=O)Cc4ccccc4)ncnc32)cc1
→ 6, 0, 0, -2, 0, 3, -5, -9, 0
- CC1(C)CC(=O)C2=C(C1)OC(N)=C(C#N)C2c1ccoc1 (centres undefined)
→ 2, 0, 2, 1, 3, 8, 5, -2, -1
- O=[N+]([O-])c1cccc(-c2cnc3ccccc3n2)c1
→ 6, 0, 0, 4, 5, -5, -1, -3, 2
- CSCC[C@H](NC(=O)N1CCn2c1nc1ccccc12)C(=O)NCC1CCCO1 (some centres undefined)
→ 3, -3, 3, 0, 0, 8, 8, -2, -6
- CCCCCCSc1cc(-c2nc3cc(C)ccn3c2NCCCC)ccc1OC
→ 7, 6, -3, 9, 2, 18, 1, 9, 1
- CCn1c(=O)c2sccc2n(CC(=O)NC2CCCC2)c1=O
→ 0, 0, 0, -2, 1, 3, -5, 2, -2
- CC1Cc2ccccc2N1C(=O)C1CCCN(S(=O)(=O)c2cccc3cccnc23)C1 (centres undefined)
→ 11, 0, -1, 3, 8, 2, -2, 3, -3
- Cc1ccc(NC(=O)CN2C(=O)c3ccccc3C2=O)cc1
→ 5, -3, 2, 2, -3, 0, 3, -2, -3
- CCCCCCOC1(c2ccccc2)OC(=O)c2ccccc21 (centres undefined)
→ -3, 2, -5, 2, 0, 3, 4, -1, -3
- C=CCc1c(N(CC)CC)nc(C)[nH]c1=O
→ 3, 0, -4, 11, 0, 2, 3, 3, 3
- COc1ccc(NC(=O)C2CCC(C(C)(C)C)CC2)cc1S(=O)(=O)N1CCOCC1 (centres undefined)
→ 11, nt, -6, nt, 3, 9, -5, -2, -1
- Cc1ccc(NC(=O)C(CC(C)C)NC(N)=O)cc1Cl (centres undefined)
→ -3, 8, -2, 3, 5, -4, 1, -2, -1
- COc1cc(C=O)ccc1OCc1ccncc1
→ 7, 1, -4, -2, 2, 6, 6, -2, 28*
- Cc1ccc(C)c(NC(=S)NNC(=O)c2csc3c2CCC(C)C3)c1 (centres undefined)
→ 11, 0, 1, -13, 5, 5, 11, 4, 5
- Cc1[nH]nc2c1C1(C(=O)Nc3ccc([N+](=O)[O-])cc31)C(C#N)=C(N)O2 (centres undefined)
→ 4, 0, -8, 22, -5, 2, 0, -3, 0
- O=C(CN1CCN(c2ccccc2F)CC1)NC(=O)NCc1ccccc1
→ 11, -5, 5, 5, 4, 2, 1, -3, 0
- CCOCCN1CCN(c2c(C)c(C)nc3cc(-c4cc(OC)cc(OC)c4)nn23)CC1
→ -1, 3, 1, 3, 4, 5, 1, -2, -1
- CCOCCCNC(=O)C1(O)c2cc(Br)ccc2NC(=O)N1c1ccc(CC)cc1 (centres undefined)
→ 14, 2, -1, 1, 5, 1, -7, -5, -2
- COc1ccc(Br)cc1CN(C)CC(=O)Nc1cc(Cl)ccc1Cl
→ -1, -3, -5, 4, 2, -2, -2, -8, 0
- Fc1ccc(/C=N/n2c(C3CCCCC3)n[nH]c2=S)cc1
→ 3, 2, 1, 2, 5, 2, 6, 3, -3
- COc1ccc(-c2csc(/C(C#N)=C\c3cccc([N+](=O)[O-])c3)n2)cc1
→ nt, -1, 2, -1, nt, -1, nt, -2, -6
- Cc1ccc(NC(=O)c2ccc(=O)n(CC(=O)Nc3c(C)cc(C)cc3C)n2)cc1
→ 5, -7, -5, -3, 0, -3, -7, -10, 5
- CCOc1ccc(CCNC(=O)Cn2ncn3nc(-c4ccc(OC)cc4)cc3c2=O)cc1
→ 0, 6, -1, 6, -2, -3, -5, -8, 2
- CCn1cnc2cc(NCc3ccc(OC)cc3)ccc21
→ 6, 4, -1, 1, 8, 0, -4, 1, -6
- CN1C/C(=C/c2ccncc2)C(=O)/C(=C/c2ccncc2)C1
→ 6, 5, 3, 3, -3, 2, -15, -6, -3
- COc1ccccc1NC(=O)Nc1nnc(C(C)c2ccccc2)s1 (centres undefined)
→ -1, -7, -12, -4, 4, 18, 2, -1, 1
- O=C(Nc1ccc(-c2cnco2)cc1)c1ccc(Cl)cc1
→ nt, -4, -3, -13, nt, 29*, nt, -8, -2
- c1ccc(-c2cn(C[C@H]3CC[C@H](Cn4cc(-c5ccccn5)nn4)O3)nn2)nc1
→ 2, 2, 2, 1, 11, 0, -1, 1, 1
- Cc1cc(Cl)ccc1NC(=S)NCc1ccc(F)cc1
→ -2, 3, -2, 6, 4, 9, 4, -7, -2
- COc1ccc(C)cc1NC(=O)CN1C(=O)C(=O)N(C2CCCC2)C1=O
→ 8, nt, 3, nt, 8, -2, 4, 7, -5
- Cc1ccc(S(=O)(=O)N2CCN(C(=O)CC3CCCC3)CC2)cc1
→ 1, 6, 3, 4, 12, -6, 8, -6, 0
- CC(=O)Oc1cccc(NC(=O)c2cccc(C(=O)Nc3cccc(OC(C)=O)c3)c2)c1
→ -6, 3, -6, -11, 5, 2, 2, 2, 1
- CC(OC(=O)CCN=C1NS(=O)(=O)c2ccccc21)C(=O)Nc1ccc(F)cc1 (centres undefined)
→ 2, 1, 0, 6, -3, 1, -1, -1, -2
- CN(C)c1nnnn1-c1ccc(Cl)cc1
→ 3, 2, -1, 0, 3, 1, 5, 2, -4
- CC1(C)C[C@@H](O)CC2(C1)C[C@]1(C)CC(O)[C@H]2C(C)(C)C1 (some centres undefined)
→ nt, 1, -2, -2, nt, 0, nt, 0, 4
- O=C(N/N=C/C(Cl)=C\c1ccccc1)c1cnccn1
→ 11, -4, -4, -1, 4, 2, 1, 0, 1
- C=CCc1c(Cl)nc(C)nc1NCc1ccccc1
→ -5, -5, 2, 4, 6, 2, -7, -1, -5
- CC1=NN(C(=S)Nc2ccccc2)C(c2ccccc2)C1 (centres undefined)
→ 2, 0, 1, -6, 6, 4, -4, -6, -1
- CCCCS(=O)(=O)/C=C/[C@H]1[C@H](S(=O)(=O)CCCC)[C@H]2C=C[C@@H]1C2
→ 9, -7, 0, 1, 0, 4, 3, 1, -1
- NC(=O)C1CCCN(C(=O)c2ccc3nc(Cc4cccc(Cl)c4)oc3c2)C1 (centres undefined)
→ 7, -2, -4, 4, 1, 6, 1, -4, -3
- Cn1ncc(Cl)c1C(=O)N/N=C/c1cccc(OC2CSC2)c1
→ -1, 0, -1, -3, 3, -1, -17, -8, 4
- COc1ccc(S(=O)(=O)NNC(=O)c2cc3c4ccccc4n(C)c3s2)cc1
→ 3, 2, 0, 8, -4, 6, -8, -1, 0
- COCc1nnc(NC(=O)CCCOc2ccccc2)s1
→ 11, 2, 4, -5, 2, 34*, -2, 2, -3
- COc1ccc(OC)c(N(CC(=O)NCCSCc2ccco2)S(=O)(=O)c2ccc(OC)c(OC)c2)c1
→ 11, 7, 0, 1, -4, 0, -2, 3, 4
- O=C(O)c1ccc(COc2ccc(CO)cc2Cl)cc1
→ -10, 1, -3, 1, 5, -2, 4, 5, -2
- COc1ccccc1N1CCN(C(=O)c2cc3c(s2)-c2ccccc2OC3)CC1
→ -1, 4, -1, 1, 2, 7, 10, -1, -2
- CCOc1ccc(CN(C)C(=O)CNC(=O)c2cc(OC)c(OC)c(OC)c2)cc1
→ 10, -1, -3, 8, 3, 2, 2, -5, 0
- Cc1ccc(/C=N/Nc2nc3ccccc3[nH]2)s1
→ 6, 3, 2, 2, 2, 6, 6, -35, 7
- CCOC(=O)N1CCN(c2c(NCCN(C)Cc3ccccc3)c(=O)c2=O)CC1
→ 2, 3, 3, -2, 2, 5, -1, -7, 0
- Oc1c(C(c2ccc(F)cc2)N2CCc3ccccc3C2)sc2ncnn12 (centres undefined)
→ 6, -7, 11, 3, 7, 0, 5, 7, -16
- CN(CC(=O)NNC(=O)CNC(=O)c1ccccc1Cl)S(=O)(=O)c1ccc(Cl)cc1
→ 10, 0, 3, 6, 6, -4, 2, -9, 3
- O=C(Nc1ccccc1C(F)(F)F)c1cc(-c2ccco2)on1
→ 3, 3, -5, -2, 3, 6, -3, 5, -2
- Cn1c(/C=N/NC(=O)c2ccccc2Br)nc2ccccc21
→ 6, 2, 0, 1, -1, -1, -3, 10, 4
- Cc1ccccc1OCCCC(=O)NCc1ccco1
→ 5, 3, 0, 0, -1, 5, 3, -3, 0

Reformatted comma-delimited: entries from further up
structure,PAFAH1B3 inh,Fam108B inh,LYPLA1 counter,GSTO1 inh,PAFAH1B2 FP inh,pPAFAH FP inh,PAFAH2 FP inh,PME-1 inh,PAD4 FP inh
COc1ccc(OC)c(N(CC(=O)NCCSCc2ccco2)S(=O)(=O)c2ccc(OC)c(OC)c2)c1,11,7,0,1,-4,0,-2,3,4
O=C(O)c1ccc(COc2ccc(CO)cc2Cl)cc1,-10,1,-3,1,5,-2,4,5,-2
COc1ccccc1N1CCN(C(=O)c2cc3c(s2)-c2ccccc2OC3)CC1,-1,4,-1,1,2,7,10,-1,-2
CCOc1ccc(CN(C)C(=O)CNC(=O)c2cc(OC)c(OC)c(OC)c2)cc1,10,-1,-3,8,3,2,2,-5,0
Cc1ccc(/C=N/Nc2nc3ccccc3[nH]2)s1,6,3,2,2,2,6,6,-35,7
CCOC(=O)N1CCN(c2c(NCCN(C)Cc3ccccc3)c(=O)c2=O)CC1,2,3,3,-2,2,5,-1,-7,0
Oc1c(C(c2ccc(F)cc2)N2CCc3ccccc3C2)sc2ncnn12 (centres undefined),6,-7,11,3,7,0,5,7,-16
CN(CC(=O)NNC(=O)CNC(=O)c1ccccc1Cl)S(=O)(=O)c1ccc(Cl)cc1,10,0,3,6,6,-4,2,-9,3
O=C(Nc1ccccc1C(F)(F)F)c1cc(-c2ccco2)on1,3,3,-5,-2,3,6,-3,5,-2
Cn1c(/C=N/NC(=O)c2ccccc2Br)nc2ccccc21,6,2,0,1,-1,-1,-3,10,4
Cc1ccccc1OCCCC(=O)NCc1ccco1,5,3,0,0,-1,5,3,-3,0

A portion of the library; count on the stated rates, not on these rows.
